# Assay outcomes deposited in PubChem by National Center for Advancing Translational Sciences (NCATS).
# L3MBTL1 inh: inhibitors of human L3MBTL1 | hit rate 0.66% among 230,000 | AlphaScreen L3MBTL1–H3K9me1 peptide binding | Potency, µM (doses to about 57.1 µM), inactives show at the top dose activity, negative = inhibition, most hits filed as inhibitors | Q9Y468; note: % is set by controls: 0 for no effect and ±100 for the full control effect; nearly all actives have a fitted effect of over 60% in size
#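 Displacement of a biotinylated histone H3(1-15) peptide monomethylated at Lys9 (75 nM) from L3MBTL1 (50 nM) was measured by AlphaScreen after a 30 min room-temperature compound incubation; cefsulodin titration served as intraplate control.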
# Tau ThT inhib: tau fibrillization inhibition (ThT binding); P10636; recombinant tau K18 P301L, heparin-induced fibrillization, ThT fluorescence; Potency, µM (highest dose often 57.4 µM), inactives show at the highest dose activity, negative = inhibition, usual class: inhibitors; hit rate 2.1% among 270,000; AID 1460; note: % is set by controls: 0 for no effect and ±100 for the full control effect; nearly all actives have a fitted effect of over 55% in size
# Target sequence (P10636 561-689 P618L limits assumed): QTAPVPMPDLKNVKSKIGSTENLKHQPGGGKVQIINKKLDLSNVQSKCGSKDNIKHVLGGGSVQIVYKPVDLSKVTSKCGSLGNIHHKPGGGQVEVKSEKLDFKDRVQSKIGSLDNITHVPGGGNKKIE
#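 K18 P301L tau (15 uM + 0.24 uM Alexa 594-tagged), heparin 20 uM, NaOAc pH 7, 6 h 37 C; ThT 30 uM, 1 h RT, ex 450/em 510 nm.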
# Tau FP inhib: blocks human tau fibril formation measured by polarization. K18 P301L tau heparin fibrillization, Alexa594 FP, 6 h. Potency, µM (titrated, usually from 57.7 µM), inactives show top-dose activity, negative = inhibition, most hits filed as inhibitors. AID 1468. P10636. hit rate 0.39% among 280,000; note: % is set by controls: 0 for no effect and ±100 for the full control effect; nearly all actives have a fitted effect of over 55% in size
#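 Recombinant K18 P301L […], labeled with Alexa 594 at 0.24 uM over 15 uM unlabeled; heparin inducer 20 uM final; 37 C, 6 hr; FP endpoint.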
# Tau fluor counter: counter-screen for tau fibril formation inhibitors. AID 1463. Potency, µM (titrated, usually from 57.7 µM), without a hit: at the top dose activity change, negative = decrease. hit rate 0.93% among 280,000. tau K18 P301L (four-repeat tau fragment) Alexa594 fluorescence, heparin fibrillization; note: % is set by controls: 0 for no effect and ±100 for the full control effect; nearly all actives have a fitted effect of over 55% in size
#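 Human K18 P301L tau (15 uM unlabeled plus 0.24 uM Alexa 594-labeled, final) in 100 mM sodium acetate pH 7 was mixed with compound and 20 uM heparin and incubated 6 hr at 37 C.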
# TRb-SRC2 inh: inhibitors of human thyroid hormone receptor beta-SRC2 interaction; P10828; hit rate 0.065% among 280,000; Potency, µM (highest dose often 106 µM), for inactives: at the highest dose activity change, negative = inhibition, actives largely listed as inhibitors; TRbeta-SRC2 peptide binding, fluorescence polarization; receptor liganded with 1 µM T3;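 note: plate controls were bound peptide for no effect and peptide without receptor for full effect; nearly all actives have a fitted effect of over 50% in size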
# Target sequence (P10828 whole entry, looked up): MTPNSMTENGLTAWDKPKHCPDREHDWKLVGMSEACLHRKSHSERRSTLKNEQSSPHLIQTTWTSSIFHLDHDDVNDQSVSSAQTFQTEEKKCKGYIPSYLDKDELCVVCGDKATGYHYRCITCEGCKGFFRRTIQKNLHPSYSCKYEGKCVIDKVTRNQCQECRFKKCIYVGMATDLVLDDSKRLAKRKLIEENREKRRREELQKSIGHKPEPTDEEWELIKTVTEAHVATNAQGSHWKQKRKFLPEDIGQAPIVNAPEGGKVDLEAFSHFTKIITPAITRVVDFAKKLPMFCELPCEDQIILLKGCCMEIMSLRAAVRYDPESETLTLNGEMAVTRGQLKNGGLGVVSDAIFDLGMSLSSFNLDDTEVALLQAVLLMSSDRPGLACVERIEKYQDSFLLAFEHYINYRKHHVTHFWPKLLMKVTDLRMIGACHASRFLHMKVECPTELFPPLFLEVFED
#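 Read-out is fluorescence polarization (555 nm excitation, 632 nm emission) of a Texas Red SRC2 coactivator peptide; loss of signal reflects blocked binding to human TRb ligand-binding domain in the presence of 1 uM T3.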
# TexasRed fluor: Texas Red fluorescence interference in TRb-SRC2 counter-screen; TRb/SRC2 Texas Red total fluorescence interference; Potency, µM (highest dose often 106 µM), for inactives: at the top dose fluorescence change, negative = quenching; hit rate 0.29% among 280,000; active = well fitted curve in either direction with a large enough effect; inconclusive = small, poorly fitted or top-dose-only effect; note: % is set by controls: 0 for no effect and ±100 for the full control effect
#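 Human TRb ligand-binding domain at 0.6 uM with 20 nM Texas Red SRC2 peptide in Tris buffer containing 1 uM T3 and 5% DMSO, incubated with compound 5 h at ambient temperature. Total fluorescence (555/632 nm) calculated as parallel + 2 × perpendicular.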
# RECQ1 inh: blocks DNA unwinding by human RECQ1. AID 2549. RECQ1 DNA unwinding, red fluorescence kinetic read. Potency, µM (highest dose often 57.3 µM), inactives show top-dose activity, negative = inhibition, hits mostly inhibitors. hit rate 0.54% among 240,000;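 note: plate controls were vehicle for no effect and no enzyme for full effect; nearly all actives have a fitted effect of over 30% in size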
#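 50 nM RECQ1T1 preincubated 15 min with compound in Tris pH 8.0 buffer with MgCl2, DTT, Tween-20 and 2.5 ug/ml poly(dI-dC); started with 200 nM TAMRA/BHQ-2 forked duplex and 2 mM ATP. Unwinding read as fluorescence (525/598 nm), two reads 2 h apart.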
# HTT cytoprotect: Huntington cell model cytoprotection by ATP luminescence; PC12 HTT-Q103 induced, cytoprotection, ATP luminescence, 40 h; Potency, µM (top dose mostly 56.4 µM), inactives show cytoprotection (ATP increase), usual class: activators; hit rate 0.14% among 230,000; AID 1471;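 note: % of control where 0% means no effect; nearly all actives have a fitted effect of over 45% in size; toxic huntingtin expression switched on by the ecdysone agonist tebufenozide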
#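 Stable PC12 Q103-GFP cells in serum-supplemented, phenol red-free DMEM; induction by tebufenozide at 100 nM final; compound dose series; cell viability quantified luminescently from ATP.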
# * hit, by the source's call; i = inactive; ? = inconclusive; / = no result given; & = joins results of further samples; [ ] = remark or other dose. Unless noted, calls come from the whole dose curve; as a rule, active = well fitted curve in the direction sought with a large enough effect; inconclusive = small, poorly fitted or top-dose-only effect, or another doubt; inactive = no such curve, though single readings can be large; an effect the other way counts as inactive or inconclusive. Potency is the fitted concentration of half-maximal effect. Only part of the results is shown; rates above refer to the full screens.
SMILES | L3MBTL1 inh | Tau ThT inhib | Tau FP inhib | Tau fluor counter | TRb-SRC2 inh | TexasRed fluor | RECQ1 inh | HTT cytoprotect
COc1ccc(OC)c(-c2cc(C3CCN(C(=O)OC(C)(C)C)CC3)[nH]n2)c1 | -19% | -12% | 9% | -9% | -3% | -2% | -4% | -13%
Cc1nn(Cc2ccccc2)c(C)c1C(=O)OCC(=O)c1cc(C)n(C2CC2)c1C | / | -15% | -1% | -12% | -13% | -4% | -23% | -6%[10 µM]
Cc1nnc(SCC(=O)NCc2ccccc2)[nH]c1=O | / | -1% | -4% | -1% | 3% | -1% | -4% | 3%
CCN(CC)CCCNC(=O)CN1C(=O)COc2ccc(S(=O)(=O)N3CCC(C)CC3)cc21 | / | 2% | -14% | -13% | 0% | 1% | / | /
COc1ccc(CCN2C(=O)CC(NNC(=O)c3cccc(O)c3)C2=O)cc1 (configuration not stated) | -12% | -17% | 14% | -18% | 2% | 0% | 6% | 14%[10 µM]
CC(C)c1cnc2c(c1SCC(=O)NC(C)(C)C)c(=O)n(C)c(=O)n2C | / | 1% | 2% | -1% | 0% | 0% | / | /
C=CCn1cc(Cl)c(=O)n(CC=C)c1=O | 3% | -2% | 3% | 8% | 0% | -1% | -1% | 17%
Cn1cnnc1SCc1ccccc1 | / | 0% | -5% | 1% | -14% | 4% | i | 11%
Cn1nc([N+](=O)[O-])nc1Sc1cccc2cccnc12 | -21% | -6% | 3% | -8% | 2%[53 µM] | -2%[53 µM] | i | 11%[10 µM]
Cc1cc(-c2ccc(C)c(S(=O)(=O)N(C)c3ccc(C)c(C)c3)c2)on1 | / | -5% | ? | ? | -7% | -2% | / | /
COc1ccc(C2=Nn3c(nnc3-c3ccccc3)SC2)cc1OC | / | -3% | 5% | -2% | 2% | 1% | -17% | 5%
COc1ccc(C2C=C(Nc3ccccc3)C(=O)N2c2ccccc2)cc1OC (configuration not stated) | -5% | 13µM* | ? | -25% | -5% | 0% | -1% | 3%[10 µM]
O=C(Nc1nc2ccc(F)cc2s1)c1cccc(S(=O)(=O)N2CCc3ccccc32)c1 | 1% | ? | ? | ? | -6%[53 µM] | 0%[53 µM] | -17% | /
CC1CCCCC1NC(=O)COC(=O)c1ccc2c(c1Cl)C(=O)c1ccccc1C2=O (configuration not stated) | -29% | -17% | 4% | -26% | -8% | 0% | -4% | -12%[10 µM]
Cc1cccc2sc(NNC(=O)c3ccc(S(=O)(=O)N4CC(C)CC(C)C4)cc3)nc12 (configuration not stated) | ? | ? | 10% | ? | 3% | 0% | -1% | /
CO[C@@H]1COC(=O)[C@H]2CCCN2C(=O)[C@@H](C)COC(=O)[C@H](COCc2ccccc2)NC(=O)C/C=C\[C@H]1C | / | -2%[11.5 µM] | -9%[11.6 µM] | -8%[11.6 µM] | 4%[11.2 µM] | 0%[11.2 µM] | 12%[11.5 µM] | 10%[10 µM]
COc1ccc(-n2c(C)cc(/C=C3/SC(=S)N(C)C3=O)c2C)cc1 | 2% | ? | -7% | -24% | -1% | -1% | 0% | 0%[10 µM]
CC1CCCC(NC(=O)CSC2CCCCC2)C1C (configuration not stated) | 3% | -3% | 6% | 0% | -4% | -1% | -2% | -22%
CC(=O)c1c(C)[nH]c(C(=O)NCCN2CCC(C)CC2)c1C | -6% | -7% | 10% | 1% | -15% | 1% | -9% | 6%[10 µM]
O=S(=O)(Nc1ccccn1)c1cnc(Cl)c(Br)c1 | 12% | -4% | -2% | 0% | 1% | -1% | -3% | 6%[10 µM]
Cc1cc(N2CCOCC2)ccc1/C=C1\NC(=O)N(Cc2ccccc2F)C1=O | / | -2% | 5% | -2% | -1% | -1% | 3% | -16%
CCCn1c(=O)c2ccccc2n2c(SCc3c(C(=O)OCC)oc4ccccc34)nnc12 | -7% | 0% | 2% | -9% | 1% | -1% | -8% | 15%[10 µM]
COc1ccccc1NC(=O)Cn1nc(C)n2cccc2c1=O | / | ? | ? | -13% | -3% | -1% | / | /
CCc1nnc(NC(=O)C(C)C)s1 | / | -9% | -1% | -10% | -1% | 0% | 2% | -11%
Nc1cccc(Nc2ccccc2)c1 | -12% | ? | 6% | ? | 5% | 6% | i | -3%[10 µM]
CC(=O)Nc1nonc1-c1nnc(SCC(=O)Nc2ccc(C)c(Cl)c2)n1-c1ccccc1 | / | 16% | ? | ? | 0% | 4% | / | /
C=CCN1C(=O)C2(C(C#N)=C(N)Oc3n[nH]c(CCC)c32)c2ccccc21 (configuration not stated) | / | 6% | 0% | 5% | 1% | -2% | -10% | 28%
O=C(NCCCn1ccnc1)c1ccc(S(=O)(=O)N2CCCCCC2)cc1 | -2% | 0% | 2% | 0% | -2% | 0% | -9% | -3%
Cc1nn(C)cc1CN(C)Cc1ccc(OCC(O)CN2CCCCC2)cc1 (configuration not stated) | -4% | -1% | 2% | -7% | 3% | 0% | -3% | -6%[10 µM]
CC(=O)Nc1ccc(NC(=O)c2cc(CN3CCCC3)on2)cc1 | / | -6% | 6% | -2% | -9% | -1% | / | /
COC(=O)C1=C(C)N(CCc2cc(OC)c(OC)c(OC)c2)C(=O)N[C@H]1c1ccc(Br)cc1 | -3% | ? | -2%&-1% | -5%&-15% | 3%&-2% | 1%&-5% | 6%&0% | ?
COc1cc(C(C)=O)ccc1Oc1ncnc2c1cnn2-c1ccccc1 | 6% | -5% | -2% | 0% | 0% | -3% | -3% | 26%[10 µM]
CC1=CC2=NCC(O)CN2C=C1 (configuration not stated) | / | 1% | 6% | 2% | -13% | -3% | -1% | 0%
CCCCC(=O)OCc1nc(N)nc(Nc2ccccc2C)n1 | -14% | 3% | -12% | -12% | -3%[53 µM] | -2%[53 µM] | 0% | 1%[10 µM]
Cc1cc(=O)oc2cc(OCc3ccc(C(=O)OCC(=O)Nc4ccccc4OC(F)F)cc3)ccc12 | 7% | ? | -2% | -6% | 0% | 2% | i | 15%[10 µM]
CCOC(=O)/C=C/CCCC=O | / | -14% | ? | -20% | 10% | -3% | -7% | -35%[inhibitor]
CCOc1ccc(NC(=O)N2CC3CCCN3c3ccccc32)cc1 (configuration not stated) | / | ? | 6% | ? | -6% | 2% | / | /
CCOc1ccc2nc(NC(=O)c3ccccc3)sc2c1 | / | -17% | -12% | ? | -6% | -2% | / | /
Cc1cccc(NC(=O)CN2C(=O)CCn3nc(-c4cccn4C)cc32)c1C | / | 5% | 3% | 3% | -1% | -4% | / | /
S=C(NCCc1ccccc1)N/N=C/c1c(Cl)cccc1Cl | -2% | -3% | -8% | -21% | 2% | 1% | -22% | -14%[10 µM]
O=C(NCc1ccccc1)c1ccc(NC(=O)c2nsc3ccccc23)cc1 | / | 19% | ? | -27% | -5% | 0% | / | /
COc1ccc(OC)c(CC(NC(C)=O)C(=O)NC2CCN(c3nc(C)cc(C)c3C#N)CC2)c1 (configuration not stated) | 3% | 1% | 5% | 9% | 4% | -5% | i | 12%[10 µM]
Cc1ccc(F)cc1NC(=O)c1cccc2nccnc12 | -2% | -5% | 2% | -2% | 7% | 0% | 1% | 3%[10 µM]
COc1ccc(N2C(=O)c3ccc(C(=O)OC(C)C)cc3C2=O)cc1 | 10%[11.4 µM] | -8% | -1% | -4% | 6% | 0% | -1% | 9%[10 µM]
CC(=O)c1ccc(Cc2ccc(C(C)=O)cc2)cc1 | 7% | -3% | -5% | -9% | 2% | 0% | -22% | -8%
Cc1ccc(Cc2nc3ccccc3nc2SCC(=O)NCc2ccccc2Cl)cc1 | / | 8% | -8% | -2% | 3% | 0% | / | /
Cc1nn(-c2cccc(Cl)c2)c(Cl)c1/C=N/NC(=O)c1cccs1 | 0% | -9% | -5% | -12% | -1% | -4% | 3% | -14%[10 µM]
Cc1ccc(/C=C/c2nc3ccccc3c(=O)[nH]2)cc1 | 4% | -13% | -4% | -17% | 3% | -1% | -2% | -88%[inhibitor][10 µM]
CC1(C)Cc2cccc(Oc3ccc(S(=O)(=O)N4CCCC4)cn3)c2O1 | -14% | 1% | 3% | 0% | 3% | 1% | -7% | /
Cc1cc(C)n(-c2ccc(C(=O)Nc3cccc([N+](=O)[O-])c3)cc2)n1 | / | ? | 1% | -25% | 1% | -1% | i | -38%[inhibitor]
c1ccc2nc3c(nc2c1)sc1nc2ccccc2n13 | / | 5% | 0% | 4% | 3% | 0% | -7% | 0%

# 8 compounds already listed, ordered by formula weight, low to high.
SMILES | L3MBTL1 inh | Tau ThT inhib | Tau FP inhib | Tau fluor counter | TRb-SRC2 inh | TexasRed fluor | RECQ1 inh | HTT cytoprotect
CC(=O)c1ccc(Cc2ccc(C(C)=O)cc2)cc1 | 7% | -3% | -5% | -9% | 2% | 0% | -22% | -8%
Cc1ccc(/C=C/c2nc3ccccc3c(=O)[nH]2)cc1 | 4% | -13% | -4% | -17% | 3% | -1% | -2% | -88%[inhibitor][10 µM]
c1ccc2nc3c(nc2c1)sc1nc2ccccc2n13 | / | 5% | 0% | 4% | 3% | 0% | -7% | 0%
Cc1cc(C)n(-c2ccc(C(=O)Nc3cccc([N+](=O)[O-])c3)cc2)n1 | / | ? | 1% | -25% | 1% | -1% | i | -38%[inhibitor]
COc1ccc(N2C(=O)c3ccc(C(=O)OC(C)C)cc3C2=O)cc1 | 10%[11.4 µM] | -8% | -1% | -4% | 6% | 0% | -1% | 9%[10 µM]
CC1(C)Cc2cccc(Oc3ccc(S(=O)(=O)N4CCCC4)cn3)c2O1 | -14% | 1% | 3% | 0% | 3% | 1% | -7% | /
Cc1nn(-c2cccc(Cl)c2)c(Cl)c1/C=N/NC(=O)c1cccs1 | 0% | -9% | -5% | -12% | -1% | -4% | 3% | -14%[10 µM]
O=C(NCc1ccccc1)c1ccc(NC(=O)c2nsc3ccccc23)cc1 | / | 19% | ? | -27% | -5% | 0% | / | /
